TbREL1 primary – TbREL1 inhibition, primary screen; P86926; TbREL1 RNA ligation, FRET fluorescence; inhibition, % at 9.66 µM; 89,000 tested, 0.49% active;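 active = inhibition above the mean inhibition across all screened compounds plus 3 SD, cut at about 11% in these data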;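 also: 0% = plate median of test wells and 100% = NSC42067 control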
Target sequence (P86926 whole entry, looked up): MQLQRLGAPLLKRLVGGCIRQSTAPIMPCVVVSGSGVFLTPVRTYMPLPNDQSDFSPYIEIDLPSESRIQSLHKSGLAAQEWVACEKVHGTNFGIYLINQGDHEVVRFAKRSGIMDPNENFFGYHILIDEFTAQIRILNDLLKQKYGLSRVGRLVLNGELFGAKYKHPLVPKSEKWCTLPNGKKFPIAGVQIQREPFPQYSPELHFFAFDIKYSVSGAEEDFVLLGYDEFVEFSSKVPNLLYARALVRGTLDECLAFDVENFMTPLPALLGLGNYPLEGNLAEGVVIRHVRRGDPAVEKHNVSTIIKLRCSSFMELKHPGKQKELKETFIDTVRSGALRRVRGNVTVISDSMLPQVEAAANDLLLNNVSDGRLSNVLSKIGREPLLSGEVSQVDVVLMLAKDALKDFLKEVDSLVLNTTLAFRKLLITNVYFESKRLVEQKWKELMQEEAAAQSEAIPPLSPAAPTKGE
* = called active by the depositor.

TbREL1 primary | SMILES
-5.3 | COC(=O)[C@@]12C[C@@H](CC(=O)NCC34CC5CC(CC(C5)C3)C4)C(=O)N(CCc3ccc(OC)c(OC)c3)C1=CCC(C)(C)C2
-5.7 | Cc1ccc(N2C(=O)C3C(c4ccccc4)N4CCCN4C3(C)C2=O)cc1 (configuration not stated)
4.0 | CC1CCN(C(=O)c2ccc(COc3ccccc3Cl)o2)CC1
1.3 | OCC[C@@H]1C[C@@H](O)[C@H](O)[C@]2(CCc3ccccc3O2)O1
-1.9 | COc1ccc(S(=O)(=O)N2CCCCCC2)cc1C(=O)OCc1c(C)noc1C
-0.8 | COc1ccc(-c2ccc3oc(-c4ccsc4)cc(=O)c3c2)cc1F
5.0 | CCOC(=O)C1CCN(C(=O)CSc2cc(=O)n(CC)c3ccccc23)CC1
1.1 | CC(C)(C)C(=O)Nc1ccccc1C(=O)NCCCn1ccnc1
1.6 | CCc1sc(C(=O)NC)cc1Br
3.0 | Cc1ccc(S(=O)(=O)NNC(=O)c2sc(NS(=O)(=O)c3ccccc3)nc2C)cc1
2.7 | Cc1cc(F)ccc1-c1cc(C(=O)NCC2CCCCC2)[nH]n1
5.8 | CCCC1OC23CCCCC2C(C#N)(C#N)C1(C#N)C(=N)O3 (configuration not stated)
-6.5 | Cn1cc(/C=C(\NC(=O)c2ccccc2)C(=O)N2CCOCC2)c2ccccc21
0.2 | O=c1c2ccccc2nc2ccc(NCc3cccs3)nn12
-1.4 | Cc1ccc2[nH]c(=O)c(C(c3nnnn3Cc3ccccc3)N3CCc4ccccc43)cc2c1 (configuration not stated)

Gathered by group, the compounds so far with a thiophene ring, fused or not
TbREL1 primary | SMILES
-0.8 | COc1ccc(-c2ccc3oc(-c4ccsc4)cc(=O)c3c2)cc1F
1.6 | CCc1sc(C(=O)NC)cc1Br
0.2 | O=c1c2ccccc2nc2ccc(NCc3cccs3)nn12

Returning to the listing; the 2 compounds before the break are reprinted first.
TbREL1 primary | SMILES
0.2 | O=c1c2ccccc2nc2ccc(NCc3cccs3)nn12
-1.4 | Cc1ccc2[nH]c(=O)c(C(c3nnnn3Cc3ccccc3)N3CCc4ccccc43)cc2c1 (configuration not stated)
1.1 | CC(C)C(NC(=O)COc1ccccc1)C(=O)O (configuration not stated)
2.6 | c1ccc(N2CCN(c3ccccc3)C2c2cccnc2)cc1
6.4 | COC(=O)C1(C(=O)OC)C[C@H](/C=C/c2ccccc2)N(Cc2ccccc2OC)[C@@H]1c1cccs1
-0.5 | CN(C)Cc1c(C(=O)N/N=C/C=C/c2ccccc2)nnn1-c1nonc1N
3.8 | O=C(CSc1ccc2c(c1)OCCO2)Nc1ncc(Cl)cc1Cl
0.6 | COC(=O)N(C)C[C@H]1OCc2cn(nn2)CCCC(=O)N([C@@H](C)CO)C[C@@H]1C
0.8 | COc1ccc(-c2oc3ccc(-c4ccc(OC)nc4)cc3c2-c2ccc(OC)cc2)cc1
3.9 | COC(=O)C1=C(C(=O)OC)[C@@]2([C@@H](Cc3ccc(C)cc3)Nc3ccccc3)C=C[C@@H]1O2
3.2 | Clc1ccc2c(NCc3ccccn3)ncnc2c1
1.9 | CCC(Sc1nc2cc3c(cc2c(=O)n1Cc1ccco1)OCO3)C(=O)Nc1ccccc1OC (configuration not stated)
-3.5 | Cc1cc(C)c(NC(=O)Cn2cnc3c(oc4ccccc43)c2=O)c(C)c1
-0.1 | COc1cccc(NC(=O)COC(=O)Cc2ccc(Cl)cc2)c1
0.4 | CC(=O)c1c(NCc2ccccc2)nc(=O)n(-c2ccccc2)c1C
-0.5 | Cc1nc2ccccn2c1C(=O)N/N=C/c1ccc2c(c1)OCO2
-2.4 | COc1ccc(N(CC(=O)NCC2CCCO2)C(=O)CCC(=O)Nc2nccs2)c(OC)c1 (configuration not stated)
-0.1 | CCOCCc1nnc(NC(=O)C2CCN(C(=O)c3ccco3)CC2)s1
2.4 | CCc1cc2c(COC(=O)CCNS(=O)(=O)c3cccc(C(F)(F)F)c3)cc(=O)oc2cc1O
-3.1 | COC(=O)C(C[N+](=O)[O-])C1=C(O)CC(C)(C)CC1=O (configuration not stated)
-0.2 | Cc1nnc(OCc2nc3ccccc3n2C)c2ccccc12
-1.1 | N=C1C(c2nc3ccccc3[nH]2)=C(O)CN1c1ccc(CC(=O)O)cc1
1.9 | O=C(CCC(=O)OCC(=O)c1ccc(Br)cc1)Nc1ccc(Br)c2cccnc12
-3.8 | O=C(COc1ccccc1Cl)NCCCNC(=O)c1ccco1
-0.4 | CCOC(=O)CC(=O)CSc1nc2c(C)c(C)ccc2cc1C
1.8 | O=C1NC[C@@H](CCCCN2CCN(CCC3CCCCC3)C(=O)C2=O)N(CCC2CCCCC2)C1=O
-0.1 | COc1ccc(OC)c(C(C)NC(=O)c2ccco2)c1 (configuration not stated)
1.9 | Cc1nn(-c2ccccc2)c(C)c1C(=O)OCC(=O)Nc1ccccc1
-0.9 | Cc1ccc(S(=O)(=O)N(C)C[C@@H]2Oc3ncc(C#CCC(C)C)cc3C(=O)N([C@H](C)CO)C[C@H]2C)cc1
0.8 | Cc1nnc(SC(C)C(=O)NC2CCCCC2C)s1 (configuration not stated)
-3.7 | COc1ccc(CCn2c(NCCCN3CCOCC3)nc3c2c(=O)[nH]c(=O)n3C)cc1
-0.4 | COCCN(C(=O)c1ccccc1OC1CCN(S(C)(=O)=O)CC1)C(C)C
0.4 | Cn1c(=O)c2cc(S(=O)(=O)NCCC(=O)NCCc3ccc(Cl)cc3)ccc2n(C)c1=O
-0.4 | O=C(O)C1=CC[C@@H](c2ccc(Cl)cc2)N(S(=O)(=O)c2ccc(Cl)cc2)[C@H]1c1cccc(Cl)c1
2.4 | C[C@@H](NC(=O)c1nc[nH]c1C(=O)N1CCN(C(=O)OC(C)(C)C)CC1)c1ccccc1
0.7 | COc1nc(-c2ccccc2)ccc1-c1noc(-c2cccs2)n1
1.3 | COC(=O)[C@@H](NC(=O)NCc1ccccc1Cl)C(C)C
1.7 | Cc1cc(N2C(=O)c3ccc(C(=O)Nc4ccc(CC(=O)O)cc4)cc3C2=O)no1
1.3 | Cc1cnc(C(=O)OCC(=O)NCc2ccc3c(c2)OCO3)cn1
-1.8 | COc1ccc(-n2c(Cc3cccs3)nnc2SCC(=O)Nc2cccc3ccccc23)cc1
-3.1 | COc1cccc(C(=O)Nc2ccc(NC(=O)c3ccco3)c(Cl)c2)c1
5.6 | Cc1ccccc1NC(=O)c1ccc(CN2CCC(Cc3ccccc3)CC2)cc1
-0.2 | CCC(C)NC(=O)CNS(=O)(=O)c1ccc(C)cc1 (configuration not stated)
2.2 | CC(=O)N1C[C@H]2CON(C)[C@H]2C[C@H]1c1ccc(-c2cccnc2)cc1
-5.2 | Cc1ccc2[nH]c(C)c(CCNC(=O)C3CCCCC3C(=O)OCC(F)(F)F)c2c1 (configuration not stated)
6.0 | Cc1ccc(CCNC(=O)CN(c2cc(C)cc(C)c2)S(=O)(=O)c2c(C)noc2C)cc1
-0.8 | Cc1cccc(/C(N)=N/OC(=O)Cc2ccccc2)c1

Already shown: an excerpt of the list.
TbREL1 primary | SMILES
6.0 | Cc1ccc(CCNC(=O)CN(c2cc(C)cc(C)c2)S(=O)(=O)c2c(C)noc2C)cc1
-0.8 | Cc1cccc(/C(N)=N/OC(=O)Cc2ccccc2)c1

The list goes on.
TbREL1 primary | SMILES
0.5 | O=[N+]([O-])c1ccc(Oc2ccc(S(=O)(=O)N3CCOCC3)cc2)cc1
-1.8 | COc1cccc2c1C1(O)C2CCCCCCCCCC12OCCCO2 (configuration not stated)
0.9 | COc1ccc2c(c1)CC(=O)NC=C2
4.9 | COc1cc(NC(=O)CN(c2cc(C)cc(C)c2)S(=O)(=O)c2c(C)noc2C)cc(OC)c1
-0.3 | Nc1nonc1-n1nnc(C(=O)N/N=C/c2cccc(Cl)c2)c1CN1CCCCCC1
-0.4 | Cc1ccc(S(=O)(=O)N(Cc2cccc(Cl)c2)C(=O)N2CCN(C)CC2)cc1
-4.7 | CSCCC(NS(=O)(=O)c1ccc2c(c1)OCCO2)C(=O)N(C)Cc1ccc(C)cc1 (configuration not stated)
1.8 | COc1ccc(C2=NS(=O)(=O)N(C)C(C(=O)Nc3ccc4c(c3)OCO4)=C2)cc1
2.7 | CCOC(=O)C1(CC2CCCCO2)CCN(Cc2nc(C(C)C)cs2)CC1 (configuration not stated)
2.2 | O=C(NCC(=O)N(CC1CCCO1)C(C(=O)NC1CCCC1)c1cccnc1)c1ccco1 (configuration not stated)
-0.1 | Cc1ccc2c(CN3CCOCC3)cc(=O)oc2c1
-1.9 | CC(NC(=O)COC(=O)c1ccc(N2CCCC2=O)cc1)c1ccc(F)cc1 (configuration not stated)
-5.6 | CCCN(CCC)C(=S)NC1CC2C=CC1C2 (configuration not stated)
-1.2 | COC(=O)CSc1nnc(CNC(=O)c2ccc(OC)cc2OC)n1C
-1.2 | COc1ccc(CCNc2oc(COc3ccccc3Cl)nc2C#N)cc1OC
5.6 | Cc1nn(Cc2ccccc2Cl)c2sc(C(=O)Nc3nccs3)cc12
0.1 | CCc1ccc(NC(=O)c2cc(-c3ccco3)on2)cc1
-2.6 | CC(=O)c1cccc(NC(=O)CSc2n[nH]c(-c3ccncc3)n2)c1
0.7 | COc1ccc(NC(=O)CCNS(=O)(=O)c2ccccc2F)cc1S(N)(=O)=O
0.7 | CC(=O)CSc1nnc(Cc2ccc([N+](=O)[O-])cc2)o1
-3.6 | OCCC1CN(C2CCN(c3ccccc3)CC2)CCN1Cc1ccc(F)c(F)c1 (configuration not stated)
-1.5 | Cn1nnnc1SCc1nnc(-c2ccccc2Br)o1
7.8 | COC(=O)c1ccc(NC(=S)N2CCN(C)CC2)cc1
2.5 | CCOc1ccc(S(=O)(=O)Nc2cccc(C(=O)N(C)CC(=O)Nc3ccc(OC)cc3)c2)cc1
0.6 | O=C(COC(=O)c1cc[n+]([O-])cc1)Nc1ccc(Cl)c(C(F)(F)F)c1
2.6 | O=C(COC(=O)c1cc(-c2cccc(Br)c2)nc2ccccc12)NCC1CCCO1 (configuration not stated)
-1.8 | OCC[C@H]1C[C@H](O)[C@@H](O)[C@]2(Cc3ccccc3O2)O1
-2.1 | N#CCCCSC1=C(C#N)C(c2ccccc2Cl)CC(=O)N1 (configuration not stated)
-0.2 | CC(=O)c1ccc(NC(=O)CSc2n[nH]c(-c3cccnc3)n2)cc1
-1.4 | Cc1ccc(C)c(N2CCN(C(=O)Cc3ccc(-n4c(=O)[nH]c5ccsc5c4=O)cc3)CC2)c1

2 entries from above, in markdown.
| SMILES | TbREL1 primary |
| --- | --- |
| CC(=O)c1ccc(NC(=O)CSc2n[nH]c(-c3cccnc3)n2)cc1 | -0.2 |
| Cc1ccc(C)c(N2CCN(C(=O)Cc3ccc(-n4c(=O)[nH]c5ccsc5c4=O)cc3)CC2)c1 | -1.4 |

Following part:
TbREL1 primary | SMILES
1.4 | CNC(=O)NC(=O)C(NC1CCCc2ccccc21)c1ccccc1 (configuration not stated)
1.6 | COc1cc(/C=N/NC(=O)c2ccc3nc[nH]c3c2)ccc1O
-0.6 | CCOc1ccc(NC(=O)c2cccc(-n3cnnn3)c2)cc1
-0.3 | O=C(NCc1ccc2c(c1)OCO2)c1cc(S(=O)(=O)N2CCCCC2)ccc1F
-1.1 | FC(F)(F)c1nc2ccccc2n2c(-c3c(Cl)cccc3Cl)nnc12
-3.3 | Oc1ccc(Cc2ccccc2)c2cccnc12
-0.7 | Cc1cc(=O)oc2cc(OCc3ccc(S(=O)(=O)N4CCOCC4)cc3)ccc12
0.7 | O=C(OCC#CCSc1nnc(-c2cccc3ccccc23)o1)c1ccsc1
5.1 | O=C(COC(=O)c1cncc(Br)c1)NCc1ccccc1Cl
0.4 | Cc1cccnc1NC(=O)CCNC(=O)c1ccc(Cl)cc1
-1.8 | O=C1CCN(CCc2ccccc2)CCN1[C@H](COc1ccccc1)Cc1ccccc1
1.7 | CCCC[C@H](C(=O)N(C)c1cccc(OC)c1)[C@@H](O)c1ccc(C(C)=O)cc1
-3.3 | CCc1ccc(NC(=O)C2CCN(S(=O)(=O)c3ccc4[nH]c(=O)ccc4c3)CC2)cc1
-0.1 | O=C(CN1C(=O)C2(OCCCO2)c2ccccc21)NCCc1ccccc1
-3.2 | O=C(OCC(=O)N1CCCc2ccccc21)c1ccc(S(=O)(=O)C(F)F)cc1
-3.3 | COCCNC(=O)c1cc(-c2ccc(-c3ccccc3)cc2)nc2ccccc12
-1.0 | Cc1ccsc1C1NC(=O)c2ccccc2N1 (configuration not stated)
-2.3 | CC(=O)C1=C(O)C(=O)N(CCN2CCOCC2)C1c1ccc(N(C)C)cc1 (configuration not stated)
-1.2 | CN(C)C(=O)c1ccc(NC(=O)c2cc(-c3ccco3)nc3ccccc23)cc1
-1.9 | CC(=O)NC12CC3CC(C1)CC(C(=O)OCC(=O)NC(=O)c1cccn1C)(C3)C2
0.5 | COCc1[nH]nc2c1C1(C(=O)N(C)c3ccccc31)C(C#N)=C(N)O2 (configuration not stated)
0.3 | Cc1ccc(C(=O)CSc2n[nH]c(-c3ccco3)n2)cc1C
3.1 | O=C(c1ccc2nc(N3CCOCC3)sc2c1)N1CCCC1
0.0 | COc1ccc(/C=N/n2c(SC)nnc2-c2ccccc2)cc1C
1.7 | CC(C)(C)OC(=O)N1CCC(NC(=O)c2nc[nH]c2C(=O)NCC(=O)OCc2ccccc2)CC1
-3.4 | C=CCn1c(SCc2c(C)noc2C)nc2sc3c(c2c1=O)CCC(C)C3 (configuration not stated)
-0.5 | Cc1ccc(NC(=O)c2oc3c(c2C)C(=O)CC(C)(C)C3)cc1
4.8 | Cc1nnc(SCc2ccc([N+](=O)[O-])cc2)[nH]c1=O
-0.3 | CCOC(=O)c1cc(NC(=O)c2ccc(OC)cc2)c(=O)oc1-c1ccccc1
-3.8 | Oc1ccc(-c2ccccc2F)c2cccnc12
-0.3 | O=C(COC(=O)/C=C/c1cn(-c2ccccc2)nc1-c1ccc2c(c1)OCCO2)NC1CCS(=O)(=O)C1 (configuration not stated)
-0.7 | N#CC1=C2N=C(N)c3ccccc3N2C2=C(C(=O)CCC2)C1c1cccc(Cl)c1 (configuration not stated)
-2.0 | CCn1nc(C)c(CN2CCN(Cc3cccc(OC)c3)C(CCO)C2)c1C (configuration not stated)

Compound activity from PubChem BioAssay.

Some of the compounds tested; rates above refer to the full screens.
